HepG2 viability – qHTS for Inhibitors of TGF-b: Cytotox Counterscreen; 0.76% of 410,000 active; Potency, µM (titrated, usually from 46.1 µM), without a hit: at the top dose activity change, negative = cytotoxicity, hits mostly cytotoxic; HepG2 CAGA-GFP viability, ATP luminescence, 18 h; also: potency is read from the fitted curve at half-maximal effect; some results filed as inactive show a strong effect at the top dose
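CellTiter-Glo luminescence gave cytotoxicity after 18 hours at 37 degrees C. The cells were HepG2 CAGA-GFP in 1% FBS DMEM, stimulated with 500 pg/mL TGF-beta after compound addition. %Activity was normalised to no-cell wells (complete cell-killing) and DMSO (no toxicity), and curves were fitted and classified.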
Nrf2 inh – Nrf2 qHTS screen for inhibitors; A549 ARE-Fluc reporter, luciferase luminescence, 18-24 h; Potency, µM (top dose mostly 46 µM), for the others: top-dose activity change, negative = inhibition, most hits filed as inhibitors; 2.1% of 360,000 active; AID 504444, 2011; also: potency is read from the fitted curve at half-maximal effect; % is scaled to controls: 0 for no effect and ±100 for the full control effect; nearly all actives have a fitted effect of over 60% in size
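Reporter: ARE-Fluc in A549. Exposure: 18-24 h, 37 °C, 5% CO2, 5% FBS OPTI-MEM. Readouts: fluorescent cytotoxicity (CellTiter-Fluor), then luminescent Nrf2 signal after BugLite.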
TGFb inhibitor – qHTS for Inhibitors of TGF-b | Potency, µM (doses to about 46.1 µM), for the others: top-dose activity, negative = inhibition, actives largely listed as inhibitors | HepG2 CAGA-GFP TGF-b/SMAD3 reporter, GFP fluorescence, 18 h; TGF-beta stimulated, 500 pg/mL final | 1.2% of 410,000 active | AID 588855, 2011; also: potency is read from the fitted curve at half-maximal effect; % is scaled to controls: 0 for no effect and ±100 for the full control effect; nearly all actives have a fitted effect of over 65% in size
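Read-out: total well GFP (ex488/em500-530) summed from mean per-cell fluorescence. Cells: HEPG2 CAGA-GFP, 1% FBS DMEM, 18 h at 37 degrees C with 500 pg/mL final TGF-beta. Unstimulated wells served as the full-inhibition control; stimulated DMSO wells = 0%.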
A549 tox – Nrf2 qHTS screen for inhibitors: counterscreen for cytotoxicity. 0.16% of 390,000 active. A549 ARE-Fluc cells, CellTiter-Fluor viability, 18-24 h. Potency, µM (titrated, usually from 46 µM), inactives show top-dose activity change, negative = cytotoxicity, hits mostly inhibitors; also: potency is read from the fitted curve at half-maximal effect; % is scaled to controls: 0 for no effect and ±100 for the full control effect
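A549 ARE-Fluc cells in 5% FBS OPTI-MEM, 5000 cells/well, rested 2 h then exposed to compounds in concentration-response for 18-24 h at 37 °C. Viability by CellTiter-Fluor fluorescence (Ex 405/Em 525) after 30 min; luciferase luminescence (BugLite, 15 min, RT) read afterwards.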
Nrf2 ARE act – qHTS of Nrf2 Activators | 0.31% of 410,000 active | AREc32 ARE-luciferase reporter (MCF7-derived line), luminescence, 24 h | Potency, µM (titrated, usually from 46.1 µM), without a hit: at the top dose activation, most hits filed as activators; also: potency is read from the fitted curve at half-maximal effect; % of control where 0% means no effect; nearly all actives have a fitted effect of over 65% in size
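AREc32 cells carrying an ARE-driven firefly luciferase reporter were seeded at 1000 cells/well in OPTI-MEM with 5% FBS, then exposed to compound for 24 hr at 37 deg C. Luminescence was read with Steady-Glo after 30 min at RT.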
Akt phos inh – HTS Assay for Inhibitors of Akt Phophorylation: Primary Screen; activity change, % for hits at 50 µM; 0.32% of 360,000 active; Neuro2A IGF-stimulated pAkt S473 HTRF, 20 min; hits give low values; AID 651550, 2012; in the data active = activity change below about -80%; inconclusive = mostly about -51% to -80%; also: % is scaled to controls: 0 for no effect and ±100 for the full control effect
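Neuro2A cells in DMEM with 0.5% FBS, overnight at 37 deg C, given compound at single 50 µM final, then IGF (6 nM final) for 20 min at 37 deg C. Lysed; phospho-Akt Ser473 by HTRF after 24 h, 665/615 ratio.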
CCT modulator – High-Throughput Screening for Modulators of Cytosolic Chaperonin Activity; purified chaperonin ATPase assay, HTRF ADP detection, 30 min; activity change, % (no concentration beside the values), hits read low; AID 651819, 2012; 0.3% of 360,000 active; in the data active = activity change below about -30%; also: % is scaled to controls: 0 for no effect and ±100 for the full control effect
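Enzyme 40 or 20 nM (batch-dependent) in Tris pH 7.4/KCl/MgCl2/DTT; cpd 76 uM single point; ATP 10 uM; 30 min 37 °C; Transcreener ADP HTRF detection, 30 min RT; ratio 665/615.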
Abeta yeast res – qHTS for compounds that reverse cellular toxicity of Amyloid beta (A-beta) peptide in yeast: Primary Screen | 0.063% of 410,000 active | yeast expressing A-beta42, growth rescue, OD600, 48 h; response scale: 0% DMSO, 100% iron-clioquinol control | Potency, µM (titrated, usually from 46.1 µM), without a hit: at the top dose growth rescue, most hits filed as activators; also: potency is read from the fitted curve at half-maximal effect; nearly all actives have a fitted effect of over 55% in size
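Yeast growth medium received pinned compounds, then yeast cells expressing toxic A-beta were added; plates incubated at 30 C for 48 hr. Growth read as absorbance at 600 nm, normalized to DMSO and equimolar FeCl3 plus clioquinol controls.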
Mm-Cpn inhibitor – Inhibitors of TCP-1 ring complex (TRiC) of Methanococcus maripaludis (MmCpn): qHTS; Chaperonin Mm-Cpn (Methanococcus maripaludis); purified Mm-Cpn ATPase, ADP Transcreener TR-FRET; Potency, µM (titrated, usually from 76.9 µM), for inactives: at the highest dose activity, negative = inhibition, hits mostly inhibitors; 0.031% of 330,000 active; also: potency is read from the fitted curve at half-maximal effect; % is scaled to controls: 0 for no effect and ±100 for the full control effect; nearly all actives have a fitted effect of over 80% in size
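Eu-cryptate anti-ADP/ADP-d2 competition gives a ratio inversely related to ADP. Enzyme at 25 nM was pre-exposed to compound for 10 min, then given 10 uM ATP for 30 min, 37°C throughout.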
The depositor's hits bear a star; i = inactive; ? = inconclusive; · = not tested or not shown; [ ] = another dose, or the depositor's remark. Unless noted, calls follow the shape of the dose curve; as a rule, active = well fitted curve in the direction sought with a large enough effect; inconclusive = small, poorly fitted or top-dose-only effect, or another doubt; inactive = no such curve, though single readings can be large; an effect the other way counts as inactive or inconclusive. The order is random; about 4.3% have a hit in one of these screens.

SMILES	HepG2 viability	Nrf2 inh	TGFb inhibitor	A549 tox	Nrf2 ARE act	Akt phos inh	CCT modulator	Abeta yeast res	Mm-Cpn inhibitor
CC1CCN(C(=O)CCc2ccc(S(=O)(=O)NC(C)(C)C)cc2)CC1	7%	-10%	0%	-1%	2.2%	i	0.3	7%	1%
C#CCN1C(=O)C2(OCCO2)c2ccccc21	6%	-3%	22%	4%	0.4%	i	-1.0	0%	0%
CCOC(=O)c1cccc(P(C)(C)=O)c1	-1%	20%	-20%	-5%	0.0%	i	1.1	-7%	0%
COc1ccc(C)cc1NC(=O)c1cccc(-c2ccc(OC(C)=O)cc2)c1	-12%	16µM*	?	-24%	3.7%	i	-4.5	-9%	2%
COc1cc(-c2nc3cnccc3n2C)cc(OC)c1OC	4%	1%	-3%	0%	3.1%	i	-2.5	24%	1%
CCOC(=O)c1ccccc1NC(=O)Cc1c(C(=O)O)c(C)cn1C	-7%	·	15%	1%	-0.6%	·	·	-12%	·
O=C1CC(C(=O)O)(c2ccccc2)c2cccc(F)c21 (stereo not drawn)	-6%	-1%	6%	0%	-1.5%	i	-0.1	-12%	-1%
O=C(NCc1nc(-c2ccc(C(F)(F)F)cc2)no1)c1cccs1	-11%	6%	-10%	-7%	4.1%	i	-1.1	5%	-1%
CCCCOC(=O)C1CCC[C@@H](C)N1 (stereo partly drawn)	-1%	·	?	-1%	-0.2%	i	0.8	-11%	1%
CCOC(=O)C1C(=O)C=C(C)C(C(=O)OCC)C1c1cccc([N+](=O)[O-])c1 (stereo not drawn)	1%	-4%	3%	-11%	6.1%	i	-3.5	14%	-2%
COc1cc(OC)cc(-c2nc3ccccc3c(=O)n2OC(=O)c2ccc(C)c(C)c2)c1	-28%	?	?	-23%	7.1%	i	0.3	-40%[inhibitor]	-17%
C/C(=N\NC(=O)OC(C)(C)C)c1cccc([N+](=O)[O-])c1	1%	8%	-1%	1%	8.2%	i	-1.1	-12%	1%
CC(=O)Oc1ccccc1C(=O)Oc1ccc(/C=N/n2cnnc2)cc1	-16%	3%	4%	-6%	4.2%	i	1.6	-10%	1%
Cc1ccccc1Cn1c2ccccc2c2cnn(CC(=O)NCCCN3CCN(C)CC3)c(=O)c21	-3%	6%	16%	-10%	0.3%	i	-0.6	3%	2%
O=S(=O)(Nc1ccc(-c2ccc(N3CCCCCC3)nn2)cc1)c1cccc(C(F)(F)F)c1	-15%	·	?	?	3.9%	·	·	-12%	·
CC(C)COc1cccc(C(=O)Nc2ccc(-c3nc4ncccc4o3)cc2)c1	3%	1%	0%	-1%	0.5%	·	·	-14%	·
Cc1onc(C(=O)Nc2cccc(C(F)(F)F)c2)c1[N+](=O)[O-]	-19%	-13%	0%	-4%	14%	i	-0.8	3%	1%
O=C(Nc1ccccc1)c1cccc(N2C(=O)C3C4C=CC(C5CC45)C3C2=O)c1 (stereo not drawn)	-17%	21µM*	-10%	-11%	0.1%	i	-1.1	-14%	4%
CCOc1ccc(NC(=O)CNC(=O)c2ccc([N+](=O)[O-])cc2)cc1	-30%	6%	-26%	-2%	0.0%	i	-2.5	-8%	-1%
C=CCNC(=O)c1ccc(NC(=O)C2=CSCCO2)cc1	-27%	-1%	2%	5%	-1.9%	i	1.9	·	-2%
Cc1ccccc1NC(c1cccc(Cl)c1)c1nnnn1C1CCCCC1 (stereo not drawn)	1%	3%	3%	2%	0.3%	i	-2.4	-11%	-4%
Cc1ccc(S(=O)(=O)N(C)Cc2nc(-c3ccccn3)no2)cc1	-2%	14%	0%	-8%	-1.1%	i	0.1	2%	0%
CC(=O)NC1(C(F)(F)F)NC(=O)N(CCc2ccccc2)C1=O (stereo not drawn)	0%	-15%	-12%	12%	-1.0%	i	-0.7	2%	1%
CCC(=O)N(C)/C=C1\Sc2ccccc2C1=O	-3%	26%	-14%	-9%	8.6%	i	-1.7	-15%	1%
O=C(CCCN1C(=O)/C(=C\c2ccccc2)SC1=S)Nc1ccc(C(=O)O)cc1	-4%	1%	-1%	2%	-0.5%	i	0.7	-1%	0%

Brought forward from above: 2 compounds; new compounds follow.
SMILES	HepG2 viability	Nrf2 inh	TGFb inhibitor	A549 tox	Nrf2 ARE act	Akt phos inh	CCT modulator	Abeta yeast res	Mm-Cpn inhibitor
CCC(=O)N(C)/C=C1\Sc2ccccc2C1=O	-3%	26%	-14%	-9%	8.6%	i	-1.7	-15%	1%
O=C(CCCN1C(=O)/C(=C\c2ccccc2)SC1=S)Nc1ccc(C(=O)O)cc1	-4%	1%	-1%	2%	-0.5%	i	0.7	-1%	0%
COc1ccccc1CNC(=O)C1CCN(c2nn3c(=O)cc(C)nc3s2)CC1	-2%	10%	-17%	16%	-0.5%	·	·	-15%	·
COc1ccc(COCC(O)CN2CC(C)OC(C)C2)cc1OC (stereo not drawn)	-2%	10%	-1%	-2%	-0.1%	·	3.2	4%	2%
Cn1c(=O)c(/C=C/c2ccc(F)cc2)nc2ccccc21	-35%	?	?	-1%	16%	i	0.7	9%	2%
NC(=O)CC(NC(=O)Cc1ccc(Br)cc1)c1ccc(NC2CCC2)c([N+](=O)[O-])c1 (stereo not drawn)	1%	?	5%	-13%	3.6%	i	-5.2	-16%	1%
CC(=O)c1ccc(NC(=O)[C@@]2(CC(=O)O)CC(/C=C/c3ccccc3)=NO2)cc1	0%	4%	-3%	6%	-0.1%	i	0.9	-13%	1%
CC1CC(C)CN(C(=O)c2cccc(S(=O)(=O)N(C)c3ccccc3)c2)C1 (stereo not drawn)	-5%	?	2%	-11%	2.4%	i	1.8	-7%	-2%
CN(C)C(=O)c1cccc(-c2cccc(-c3nc(C(=O)NCc4ccccc4)cc4c3[C@H](CCO)N(S(=O)C(C)(C)C)C4)c2)c1 (stereo partly drawn)	0%	·	3%	·	7.4%	i	-1.0	-9%	·
CCOC(=O)c1[nH]cnc1N=Nc1c(O)ccc2ccccc12	4%	?	0%	?	0.3%	i	0.7	0%	-4%
Cc1ccc2oc3c(c(=O)c2c1)C(c1ccc(F)cc1)N(Cc1ccc2c(c1)OCO2)C3=O (stereo not drawn)	0%	11%	-10%	2%	-0.2%	·	·	-6%	·
C=CCn1c(SCc2nc3ccccc3[nH]2)nnc1-c1ccncc1	-21%	8%	-3%	0%[1.84 µM]	-0.4%	i	-5.0	-29%	2%
CN(C)c1ccc(S(=O)(=O)NCC(=O)NCCC2=CCCCC2)cc1[N+](=O)[O-]	-6%	-3%	-1%	-8%	-0.6%	i	1.3	-9%	-5%
CCOC(=O)c1c(NC(=O)CS(=O)(=O)c2ccc(C)cc2)sc2c1CCC(C)C2 (stereo not drawn)	-2%	·	0%	-2%	12%	·	·	0%	·
COc1ccc(CCn2c(=N)c(S(=O)(=O)c3ccc(C)cc3)cc3c(=O)n4ccccc4nc32)cc1	5%	?	0%	-5%	0.5%	·	0.9	-6%	4%
Cc1cccn2c(CN(C)CC3CCCCO3)c(C(=O)N3CCCCC3)nc12 (stereo not drawn)	-2%	23%	7%	-3%	1.8%	i	0.4	0%	-6%
CC(C)=C(NC(=O)c1ccccc1)C(=O)NCCCC(=O)O	-18%	-7%	12%	-10%	0.3%	i	-2.4	-4%	5%
COc1ccc(C(=O)N/N=C/c2cccc3cccnc23)cc1	-7%	?	?	-15%	-0.3%	·	0.5	-10%	-2%
C[C@@H](OC(=O)N1CCCCC1)[C@H]1O[C@]2(C)CCCC[C@H]1O2	1%	-3%	0%	10%	0.1%	i	-2.9	1%	0%
CCN1CCN(c2ncc(C(=O)Nc3cc(Cl)ccc3OC)c3ccccc23)CC1	-33%	-8%	?	-17%	16%	i	2.1	10%	1%
Cc1cccc(-c2nc3c4ccccc4nc(NCc4ccc(Cl)cc4)n3n2)c1	-5%	?	4%	8%	3.6%	·	·	-16%	·
COc1ccc(CC(=O)Nc2ccccc2C(=O)N2CCOCC2)cc1	-3%	12%	-1%	-2%	-0.7%	i	-1.3	3%	-1%
CCCCn1nnnc1C(c1cc2ccccc2o1)N1CCN(CCN(C)C)CC1 (stereo not drawn)	·	·	·	·	0.2%	i	-0.1	7%	·
CCOC(=O)C1CCN(C2=NC(=O)/C(=C/c3ccc(OC)c(OC)c3)S2)CC1	-23%	5%	-1%	1%	6.2%	i	1.0	4%	0%
Cc1ccc(S(=O)(=O)N2CCC(CN3C(=O)c4cccc5cccc(c45)C3=O)CC2)cc1	-21%	?	-3%	5%	0.1%	i	0.2	-13%	-7%
Cc1cc(NC(=O)c2cncc(Br)c2)no1	-15%	-9%	-9%	0%	-0.2%	·	-3.2	-4%	-1%
Cc1ccccc1C(=O)Nc1cc(NC(=O)c2ccccc2C)cc(C(=O)O)c1	2%	?	22%	0%	0.0%	i	0.4	9%	-4%
COc1cccc(-c2cnc3c(NC(C)=O)cc(-c4ccccc4OC)cn23)c1	-24%	·	-23%	·	3.2%[9.22 µM]	i	-0.9	-20%	·
CC(C)OC(=O)CC1=NC(=O)CS1	-1%	3%	-2%	-1%	0.1%	i	1.8	-6%	-2%

Source: PubChem
